Source: PubChem (several laboratories)
OX1R antag = blocks the human orexin 1 receptor. O43613. CHO/OX1R cells, Fluo-8 calcium fluorescence, orexin A. inhibition, % at 5 µM. actives 0.43% (n = 330,000);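 active means inhibition above its plate's threshold, mean inhibition of all tested compounds on the plate plus 3 SD, cut at about 37% in these data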;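 further: 0% = orexin A challenge wells and 100% = SB-334867-A antagonist wells; not every result past the cut was called active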
Target sequence (O43613 whole entry, looked up): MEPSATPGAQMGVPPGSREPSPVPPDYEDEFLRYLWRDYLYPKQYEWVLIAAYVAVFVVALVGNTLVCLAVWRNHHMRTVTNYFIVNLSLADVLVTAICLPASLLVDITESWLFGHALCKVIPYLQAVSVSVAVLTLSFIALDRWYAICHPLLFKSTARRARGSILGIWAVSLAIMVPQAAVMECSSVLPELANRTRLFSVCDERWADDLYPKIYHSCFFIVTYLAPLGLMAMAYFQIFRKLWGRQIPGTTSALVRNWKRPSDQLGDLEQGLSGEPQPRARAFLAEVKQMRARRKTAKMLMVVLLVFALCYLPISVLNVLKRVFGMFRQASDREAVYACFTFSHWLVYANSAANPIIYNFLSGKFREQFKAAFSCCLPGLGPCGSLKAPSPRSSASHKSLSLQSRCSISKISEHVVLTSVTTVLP
CHT PAM = human CHT allosteric activation | B-score at 10 µM | AID 488977 | Q9GZV3 | actives 0.49% (n = 310,000) | CHT-expressing cells, membrane potential dye, choline EC20; active compounds read high; LV-AA mutant CHT in HEK293 cells;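 active means initial fluorescence not abnormally high and integrated response B-score, plate-corrected, over 3 SD above library mean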
Target sequence (Q9GZV3 whole entry, looked up): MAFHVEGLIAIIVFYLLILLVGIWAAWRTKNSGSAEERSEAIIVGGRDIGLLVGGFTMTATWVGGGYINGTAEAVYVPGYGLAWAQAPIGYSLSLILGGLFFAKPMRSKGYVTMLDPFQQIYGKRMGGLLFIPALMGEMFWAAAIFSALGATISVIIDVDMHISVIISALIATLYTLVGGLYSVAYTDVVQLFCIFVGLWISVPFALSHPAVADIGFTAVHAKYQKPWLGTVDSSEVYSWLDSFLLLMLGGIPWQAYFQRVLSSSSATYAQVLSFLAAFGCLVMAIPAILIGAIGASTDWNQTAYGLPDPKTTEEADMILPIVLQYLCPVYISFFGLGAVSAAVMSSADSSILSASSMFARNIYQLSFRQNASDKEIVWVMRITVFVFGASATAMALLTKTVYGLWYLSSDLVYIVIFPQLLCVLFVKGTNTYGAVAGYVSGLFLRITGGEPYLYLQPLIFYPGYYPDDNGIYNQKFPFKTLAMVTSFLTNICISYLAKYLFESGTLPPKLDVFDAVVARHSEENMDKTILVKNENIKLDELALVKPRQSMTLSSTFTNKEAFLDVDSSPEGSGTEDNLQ
* hit, by the source's call; i = inactive; · = no result given.

Every second line gives: OX1R antag, CHT PAM
1	Clc1cc(/C=N\NC2=NCCN2)cc(Cl)n1
 : -2.9, i
2	Cc1cccc(NC(=O)CN2CCN(C(=O)C(C)Oc3ccc(C#N)cc3)CC2)c1C (centres undefined)
 : -16.1, ·
3	Cc1ccc(CNC(=O)COC(=O)c2ccc(S(=O)(=O)N3CCOCC3)cc2)cc1
 : -34.2, ·
4	COC(=O)C(C(=O)OC)c1ncc(C(F)(F)F)cc1Cl
 : -9.0, i
5	O=[N+]([O-])c1ccc(-n2ccnc2)cc1
 : 2.5, i
6	OC1CCN(Cc2nc(Cc3ccccc3Cl)no2)CC1
 : -11.3, i
7	OCCN1CCN(C(=S)c2ccc(Cl)c(Cl)c2)CC1
 : -6.2, i
8	CC(C)COc1ccc(C(=O)CCN2CCCCC2)cc1
 : -19.3, i
9	CC(=O)c1c(-c2ccc(Cl)cc2Cl)noc1C
 : -4.9, i
10	C[C@H](CO)N1C[C@H](C)[C@@H](CN(C)S(=O)(=O)c2ccccc2)Oc2ccc(NC(=O)C3CC3)cc2C1=O
 : -17.7, ·
11	CCOC(=O)c1ccc(NCc2nc3ccccc3[nH]2)cc1
 : -32.3, i
12	O=C1CC(C(=O)Nc2ccc(C(=O)N3CCOCC3)cc2)C2(CCCCC2)O1 (centres undefined)
 : 4.0, i
13	Cc1ccsc1/C=N/n1cnc2sc(C)c(C)c2c1=O
 : -26.2, i
14	CC(C)CC(=O)NC(=S)Nc1ccccc1F
 : -16.7, i
15	Cc1cc(N2CCOCC2)nc2ccc(NC(=S)NCCN(C)C)cc12
 : -20.9, i
16	CCCC(=O)Nc1cc(OC)c(NC(=O)NC2CCCCC2)cc1OC
 : -19.0, i
17	COc1ccc(OC)c(NC(=O)NCc2cccnc2)c1
 : -9.3, i
18	C=C(C)CSc1nc2ncccc2[nH]1
 : -5.8, i
19	Cc1ccc([N+](=O)[O-])cc1N(CC(=O)Nc1ccc(S(=O)(=O)Nc2cccc(C(F)(F)F)c2)cc1)S(C)(=O)=O
 : 8.2, i
20	CC1=C/C(=N\NC(=O)c2ccccc2)CC1
 : 2.5, i
21	CC(C)OCCCNC(=O)c1cn(C)c2ccc(S(=O)(=O)N3CCCC3)cc2c1=O
 : -0.1, i
22	COCCn1c(-c2ccccc2)nc2oc3ccccc3c(=O)c2c1=O
 : -36.0, i
23	COc1ccc2c(CC(=O)N[C@@H](Cc3ccccc3)C(=O)O)cc(=O)oc2c1C
 : ·, i
24	Cc1cccc(-n2ncc3c(N4CCC(C)CC4)ncnc32)c1
 : -31.4, i
25	O=C(CSc1ccc2nnc(-c3cccnc3)n2n1)c1ccccc1
 : -21.7, i
26	Nc1cc(N)nc(SCC(=O)Nc2ccc3c(c2)OCCCO3)n1
 : -5.2, i
27	CCOc1ccc2nc(NC(=O)c3ccccn3)sc2c1
 : 11.5, i
28	COc1ccc(Cl)cc1NC(=S)Nc1ccccc1C
 : 2.4, i
29	COC(=O)C1=C(N)OC2=C(C(=O)CCC2)C1c1ccc2c(c1)OCO2 (centres undefined)
 : -25.1, i
30	CCc1noc(C)c1C(=O)N1CC(C)OC(C)C1 (centres undefined)
 : -0.8, i
31	Cc1cccc(C)c1OC(=O)CSc1nnc(-c2ccccc2O)o1
 : -2.0, i
32	O=[N+]([O-])c1ccc(/C=N/NC(=S)Nc2ccccc2)o1
 : -15.6, i
33	COc1cccc(OCc2cc(C(=O)N(C)Cc3nccn3C)no2)c1
 : -8.3, i
34	CSc1cccc(NC(=O)CN(C)S(=O)(=O)c2ccccc2)c1
 : 7.1, i
35	Cc1cccc(C(=O)N2CCN(Cc3nc4sc5c(c4c(=O)[nH]3)CCCC5)CC2)c1
 : -31.9, i
36	O=C1C2C3C=CC(C4CC34)C2C(=O)N1/N=C/c1ccc(-c2ccc([N+](=O)[O-])cc2)o1 (centres undefined)
 : -2.8, i
37	CCCCCn1c(=O)c(F)cn(Cc2ccc(OC)c([N+](=O)[O-])c2)c1=O
 : -10.1, i
38	C[C@@]12C(=O)N(CC3CCCO3)CC(=O)N1[C@H]1c3cc(Cl)ccc3OC[C@@H]1[C@@H]2c1ccccc1 (some centres undefined)
 : -14.1, ·
39	CC(C)N(C(=O)[C@H]1C[C@H](CC(=O)NC(C)(C)C)C(=O)N2CCc3c([nH]c4cc(CCC(=O)N(C)C)ccc34)[C@]12C)C(C)C
 : -10.0, ·
40	O=C(CCC(=O)N1CCOc2ccccc21)NCc1ccccn1
 : -15.4, i
41	O=C(Cn1c(C(F)(F)F)nc2ccccc21)N=Nc1c(O)[nH]c2ccc(Br)cc12
 : -17.6, i
42	Cc1ccc(Nc2c([N+](=O)[O-])c(=O)n(C)c3ccccc23)cc1
 : -14.1, i
43	C=CCN(c1ccccc1)S(=O)(=O)c1cccc(C(=O)NC2CCN(Cc3ccccc3)CC2)c1
 : -43.6, i
44	CC(C)(C)OC(=O)N1CCC(CC2CC(c3ccncc3)=NO2)(C(=O)O)CC1 (centres undefined)
 : -1.9, i
45	O=C(Nc1ccccn1)C12CC3CC(C1)CC(C(=O)Nc1ccccn1)(C3)C2
 : -27.0, i

Single records, as listed above. Values in the order: OX1R antag | CHT PAM
`Cc1cccc(C(=O)N2CCN(Cc3nc4sc5c(c4c(=O)[nH]3)CCCC5)CC2)c1` in the list: -31.9 | i
`CSc1cccc(NC(=O)CN(C)S(=O)(=O)c2ccccc2)c1` in the list: 7.1 | i
`C[C@@]12C(=O)N(CC3CCCO3)CC(=O)N1[C@H]1c3cc(Cl)ccc3OC[C@@H]1[C@@H]2c1ccccc1` (some centres undefined) in the list: -14.1 | ·

Next structures follow:
Every second line gives: OX1R antag, CHT PAM
46	COc1ccc(C(=O)NC2CCN(C(=S)Nc3ccccc3C)CC2)cc1
 : -4.2, i
47	O=C(NCCCCNCCCNC(=O)c1ccccc1)c1ccccc1
 : -7.1, ·
48	CCOC(=O)CNC(=O)CSc1nnc(SCC(=O)NCC(=O)OCC)s1
 : -14.9, i
49	O=C(CCN1C(=O)c2ccccc2C1=O)Nc1nc2ccccc2s1
 : -21.1, i
50	O=C(CNC(=O)c1cccc(F)c1)OCC(=O)N1CCN(C(=O)c2ccco2)CC1
 : -14.8, i
51	COC(=O)c1ccc(COc2ccc(/C=N/NC(N)=S)cc2)o1
 : -0.5, i
52	COc1cc(-n2c(=O)c3ccccc3n(CC(=O)OCc3ccccc3)c2=O)cc(OC)c1OC
 : -19.2, i
53	Cc1cccnc1NC(=O)c1c(O)c2cccc3c2n(c1=O)CCC3
 : -3.2, i
54	CCOC(=O)c1ccc(NC(=O)c2nc[nH]c2C(=O)NC)cc1
 : -24.8, i
55	C[C@H](CO)N1C[C@H](C)[C@@H](CN(C)Cc2ccncc2)Oc2c(NS(=O)(=O)c3ccccc3)cccc2C1=O
 : -9.6, ·
56	O=C(CCNC(=O)c1ccco1)Nc1ccc(OC(F)F)c(Cl)c1
 : -7.9, i
57	O=C(NCCN1CCOCC1)c1cc(-c2cccs2)on1
 : -17.3, i
58	COc1ccc(OC)c(NC(=O)C(CC(C)C)NC(=O)C2CCCCC2)c1 (centres undefined)
 : -20.6, i
59	CC(=O)c1ccc(OCCCC(=O)N2CCN(S(=O)(=O)c3ccc(C)cc3C)CC2)cc1
 : -20.5, i
60	COc1ccc(OC)c(NC(=O)Nc2ccc(O)c3ccccc23)c1
 : -20.5, i
61	CCOC(=O)C1CCCN(S(=O)(=O)c2c(C(=O)N3CCCCC3)c(C)n(C)c2C)C1 (centres undefined)
 : -37.8, i
62	C=Cn1cc[n+](CC(=O)c2ccc(Br)cc2)c1
 : -10.8, i
63	N#CC1=C(N)SC(N)=C(C#N)C1CCC1CCCCC1
 : 18.7, i
64	COc1ccc(-c2cn3c(C)c(C(=O)NC(C)C)sc3n2)cc1
 : -27.8, i
65	CCOc1ccc(C(=O)OCC(=O)N2CCCC2)cc1
 : -0.4, i
66	O=C(Nc1ccc(F)cc1)Nc1ccccc1C(=O)NCCN1CCNC1=O
 : -3.8, i
67	COC(=O)[C@@H]1C[C@H]1[C@@H](NC(=O)c1cc(C)on1)c1ccccc1
 : -16.8, i
68	CCc1ccc(-c2csc3ncn(CC(=O)N4CCOCC4)c(=O)c23)cc1
 : -14.6, i
69	Cc1cccc(-n2c(SCC(=O)N3CC(=O)Nc4ccccc43)nc3ccccc3c2=O)c1C
 : -19.6, i
70	CCc1ccc(OCC2NCCc3cc(OC)c(OC)cc32)cc1 (centres undefined)
 : -10.3, i
71	Cc1ccc(S(=O)(=O)NCC(=O)N(CC(=O)NCC2CCCO2)Cc2ccccc2Cl)cc1 (centres undefined)
 : -31.9, i
72	Cn1cc(Cl)c(C(=O)OCC(=O)c2ccccc2)n1
 : -7.3, i
73	COc1ccc(NC(=O)CSc2nnc(Cc3cccn3C)n2-c2ccc(OC)cc2)cc1
 : -40.6, i
74	CCOc1ccc(S(=O)(=O)N2CCCCC2)cc1NC(=O)CN1C(=O)NC(CC)(c2ccccc2)C1=O (centres undefined)
 : -17.4, i
75	CC1=Nc2cc(C(=O)O)ccc2Sc2ccc(C)cc21
 : 0.3, i
76	COc1ccccc1-n1cnc2cc(C(=O)NCC3CCCO3)ccc21 (centres undefined)
 : -9.8, i
77	CN(C(=O)COC(=O)CNC(=O)c1sc2ccccc2c1Cl)C1CCS(=O)(=O)C1 (centres undefined)
 : -10.8, ·
78	COc1ccc(N(C(=O)c2cccc([N+](=O)[O-])c2)S(=O)(=O)c2cccs2)cc1
 : 2.2, i
79	O=C(Nc1ccc2c(c1)OCO2)c1ccc(Cl)nc1
 : -30.5, i
80	CCC(C)(C)n1nnnc1CN1CCC(O)(c2cccc(C(F)(F)F)c2)CC1
 : -2.4, i
81	N#CCc1nn(-c2ccccc2)c2ncnc(N)c12
 : 2.1, i
82	Cc1ccc(CN2CCSc3ccc(C(=O)NCC4CCCO4)cc32)cc1 (centres undefined)
 : -25.2, i
83	CCOc1ccccc1C1CC(c2ccc(F)cc2)Nc2nc(N)nn21 (centres undefined)
 : -14.0, i
84	CCCCCCN(CCCCCC)C(=O)Cc1c(-c2ccc(F)cc2)[nH]c2ccccc12
 : -20.3, i
85	Cc1cc(/C=N/n2cnnc2)c(C)n1-c1ccc(OCc2ccc(Cl)cc2)cc1
 : 52.1*, i
86	O=C(O)c1cc([N+](=O)[O-])ccc1N1CCCCC1
 : 6.8, i
87	CCCCOc1ccc(/C=c2\sc3ncnn3c2=O)cc1
 : -4.0, i
88	CC(C)CC(=O)NC(NCC1CCCO1)C(Cl)(Cl)Cl (centres undefined)
 : -9.7, i
89	Nc1ncnc(Nc2cccc(F)c2)n1
 : -6.2, i
90	O=C(NCCc1ccc(Cl)cc1Cl)c1cncc(Br)c1
 : -41.2, i
91	C=CCc1cccc(CNc2nc3ccccc3n2CCN2CCOCC2)c1O
 : -1.5, i
92	COC(=O)CN1C(CN2CCOCC2)=Nc2ccc(Br)cc2C1c1ccccc1 (centres undefined)
 : 0.4, i
93	CCNS(=O)(=O)c1ccc(C(=O)Nc2ccccc2)cc1
 : -10.4, i
94	O=C(CNC(=O)c1sc2ccccc2c1Cl)Nc1ccccc1F
 : -9.4, i
95	C=CCn1c(-c2ccc(OC)c(OC)c2)cs/c1=N\c1ccccn1
 : -31.1, i
96	COc1ccccc1CC(=O)NCc1ccc2c(c1)OCO2
 : -9.1, i
97	CC(NC(=O)/C(C#N)=C/c1ccc(OCC(=O)O)cc1)c1ccccc1 (centres undefined)
 : -11.5, i
98	CCOc1ccc2c(c1)C(C)=CC(C)(C)N2S(=O)(=O)c1ccc(NC(C)=O)cc1
 : -16.4, i
99	COc1ccc(C2=CC(=O)CC(c3ccc(F)cc3)C2)cc1 (centres undefined)
 : -24.3, i
100	O=C(Nc1nc(-c2ccccn2)cs1)C1CCCC1
 : -6.9, i
101	CCCOc1ccc(/C(O)=C2/C(=O)C(=O)N(CCN(C)C)C2c2ccncc2)cc1 (centres undefined)
 : -11.7, i
102	CCOc1ccc(/C=N/NC(=O)c2cc3c(OC)cc(OC)c(OC)c3[nH]2)cc1
 : -7.5, i
103	O=C(NCCc1ccccc1)c1ccccc1[N+](=O)[O-]
 : -16.6, i
104	Cc1ccsc1C(=O)C1CCCN(Cc2cccn2-c2ccc(Cl)cn2)C1 (centres undefined)
 : -19.5, 16.1*
105	O=C(Cn1c(SCC(=O)N2CCc3ccccc32)nc2ccccc21)NC1CCCC1
 : -16.2, i

Next part:
Every second line gives: OX1R antag, CHT PAM
106	O=C(c1ccccc1)c1c[nH]c(C(=O)NCCCn2ccnc2)c1
 : -0.1, i
107	Cc1[nH]c2ccccc2c1C(=O)COC(=O)Cn1c(C)nc2ccccc21
 : -4.9, i
108	Cc1c(N2C(=O)/C(=C3/C(=O)N(C)c4ccccc43)SC2=S)c(=O)n(-c2ccccc2)n1C
 : -26.4, i
109	O=C(CSCc1ccccc1Cl)NN1C(=O)c2ccccc2C1=O
 : -2.5, i
110	Cc1c(Br)ccc(NC(=O)c2ccccc2[N+](=O)[O-])c1C
 : -12.6, i
111	O=C1CN(C(=O)c2ccc(Cl)nc2)c2ccccc2N1
 : -0.5, i
112	COc1ccccc1Nc1nnc(SCc2cc(=O)n3ccsc3n2)s1
 : -21.9, i
113	COc1ccc(C2=NO[C@H]3C[C@](C(=O)NC(C)C)(S(=O)(=O)c4ccccc4)C[C@@H]23)cc1
 : -22.4, i
114	CCCCNC(=S)NNC(=O)c1csc(C)c1CC
 : -16.5, i
115	NNC(=O)c1oc2nc(-c3ccccc3)cc(-c3ccco3)c2c1N
 : -26.1, i
116	Cc1occc1C(=O)N1CCCC(N2CCN(c3cccc(Cl)c3)CC2)C1 (centres undefined)
 : -24.1, i
117	COc1ccc(NC(=S)NC(NC(=O)c2cccc3ccccc23)C(Cl)(Cl)Cl)c([N+](=O)[O-])c1 (centres undefined)
 : 2.8, i
118	Nn1c(COc2ccccc2F)nnc1SCC(=O)NC1CCS(=O)(=O)C1 (centres undefined)
 : -6.0, i
119	c1ccc(N2CCCCC2)c(Nc2nc3ccccc3n3cnnc23)c1
 : -8.8, i
120	Cc1nc2cc(Cl)ccc2c(=O)n1Cc1ccncc1
 : -11.3, i
121	N#C/C(=C(/O)COC(=O)COc1ccc(Cl)cc1)c1nc2ccccc2[nH]1
 : 7.8, i
